OXTR potentiator – human OXTR potentiators, primary screen, fluorescence, CHO-OTR cells, Fluo-8 calcium; Oxytocin receptor (Homo sapiens), P30559; Fluo-8 calcium fluorescence, potentiator mode; 0% = oxytocin EC15, 100% = EC100; activation, % at 3 µM; actives 0.061% (n = 320,000);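 active means activation above that plate's cutoff, the mean activation of tested compounds plus 3 SD, cut at about 6.6% in these data, passing the limit was not always enough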;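 further: 100% uses oxytocin at 75 nM as the full agonist control; some results filed as inactive read as strong as hits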
Target sequence (P30559 whole entry, looked up): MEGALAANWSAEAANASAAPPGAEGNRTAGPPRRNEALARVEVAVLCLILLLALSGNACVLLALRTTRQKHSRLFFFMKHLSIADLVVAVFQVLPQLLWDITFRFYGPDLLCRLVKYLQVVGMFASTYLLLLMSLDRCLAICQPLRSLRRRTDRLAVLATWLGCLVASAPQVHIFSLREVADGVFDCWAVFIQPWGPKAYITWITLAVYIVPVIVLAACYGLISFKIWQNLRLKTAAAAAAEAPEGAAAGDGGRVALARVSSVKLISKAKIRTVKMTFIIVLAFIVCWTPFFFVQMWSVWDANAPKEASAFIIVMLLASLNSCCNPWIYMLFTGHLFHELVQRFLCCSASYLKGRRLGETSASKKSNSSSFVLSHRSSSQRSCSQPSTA
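System: human OTR in CHO cells; Also added: sub-maximal oxytocin, roughly EC15; Timing: compound 6 min at room temperature before oxytocin, 100 s read; Technique: Fluo-8 intracellular calcium fluorescence, ex 470-495, em 515-575 nm; Controls: oxytocin EC15 low and EC100 high; Replication: singlicate.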
CHRM1 antagonist – human M1 muscarinic receptor antagonists, primary screen, CHO-K1 cells, Fluo-8 calcium fluorescence, 1536-well; Muscarinic acetylcholine receptor M1 (Homo sapiens), P11229; CHO-K1 hM1, ACh EC80 antagonist; inhibition, % at 3 µM; actives 1.3% (n = 360,000); AID 588852, 2011;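 active means percent inhibition above its own plate's cutoff, namely the mean of that plate's compound wells plus 3 SD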;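 further: peak over basal fluorescence ratio during 140 s after agonist addition; 0% = ACh EC80 plus DMSO and 100% = DMSO alone without agonist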
Target sequence (P11229 whole entry, looked up): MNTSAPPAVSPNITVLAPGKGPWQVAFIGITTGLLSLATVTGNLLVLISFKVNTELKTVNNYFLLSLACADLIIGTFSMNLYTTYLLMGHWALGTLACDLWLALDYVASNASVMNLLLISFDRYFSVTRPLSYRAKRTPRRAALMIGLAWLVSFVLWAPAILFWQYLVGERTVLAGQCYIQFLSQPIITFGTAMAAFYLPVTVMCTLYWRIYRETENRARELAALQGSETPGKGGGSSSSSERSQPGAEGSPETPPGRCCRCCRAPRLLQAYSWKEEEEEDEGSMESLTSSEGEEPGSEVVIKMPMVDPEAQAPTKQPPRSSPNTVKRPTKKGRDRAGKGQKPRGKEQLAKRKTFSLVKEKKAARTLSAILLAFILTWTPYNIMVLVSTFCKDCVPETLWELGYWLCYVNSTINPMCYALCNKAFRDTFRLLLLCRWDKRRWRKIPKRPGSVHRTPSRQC
CHO parental Ca – ATP-evoked calcium signal inhibitors, parental CHO, primary screen, counter-screen for OX1R antagonist project, cell-based, fluorescence, Fluo-8 calcium dye; parental CHO-K1, ATP-induced calcium, Fluo-8 fluorescence; inhibition, % at 5.6 µM; actives 0.63% (n = 330,000); AID 463079, 2010;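 active means inhibition above that plate's mean sample inhibition plus 3 SD, cut at about 26% in these data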;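 further: 0% = ATP-challenged DMSO wells and 100% = DMSO wells without ATP; some compounds past the cut are filed as inactive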
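material = parental CHO cells | also added = ATP as calcium-mobilizing challenge | dosing = single point at 5.6 µM | detection = intracellular calcium via Fluo-8 no-wash fluorescent dye | read-out = % inhibition | benchmarks = low control ATP plus DMSO, high control DMSO only | repeats = one well per compound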
TAAR1 antagonist – human TAAR1 antagonists, primary screen, Fluo-8 calcium fluorescence, CHO RD-HGA16 cells | antagonist | AID 624466, 2012 | actives 1.5% (n = 360,000) | inhibition, % at 3 µM | Trace amine-associated receptor 1 (Homo sapiens), Q96RJ0;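 active means inhibition above a per-plate cutoff, the mean inhibition of test compounds on that plate plus 3 SD, cut at about 49% in these data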;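 further: 0% = DMSO plus EC80 beta-PEA response and 100% = DMSO alone without agonist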
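test system = CHO RD-HGA16 cells bearing hTAAR1 | replication = singlicate | controls = DMSO-only wells and EC80 β-PEA-stimulated wells | reagent = EC80 β-phenethylamine stimulus | read-out basis = percent inhibition of PEA-evoked calcium signal, max/basal emission ratio | schedule = seeding 17-24 h prior, 75-min 37 °C, 30-min RT dye loading | signal = kinetic Fluo-8 calcium fluorescence measurement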
M1 PAM – human M1 muscarinic receptor positive allosteric modulators, primary screen, CHO-K1 cells, Fluo-8 calcium fluorescence, 1536-well; Muscarinic acetylcholine receptor M1 (Homo sapiens), P11229; CHO-K1 hM1, ACh EC20; 0% = ACh EC20, 100% = maximal ACh; activation, % at 3 µM; actives 0.088% (n = 360,000); in the data active means activation above about 19%, passing the limit was not always enough
OXTR ag – human OXTR agonists, primary screen, fluorescence, CHO-OTR cells, Fluo-8 calcium; Oxytocin receptor (Homo sapiens), P30559; Fluo-8 calcium fluorescence; normalized: DMSO 0%, oxytocin 100%; activation, % at 3 µM; actives 0.32% (n = 320,000);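 active means activation above the mean of all tested compounds plus 3 SD, cutoff set per screening run, cut at about 20% in these data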;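 further: peak over basal fluorescence ratio from a 100 s FLIPR kinetic read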
TAAR1 agonist – human TAAR1 agonists, primary screen, Fluo-8 calcium fluorescence, CHO RD-HGA16 cells; activation, % at 3 µM; vehicle wells 0%, saturating PEA agonist 100%; actives 0.99% (n = 360,000); Trace amine-associated receptor 1 (Homo sapiens), Q96RJ0;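 active means activation above the mean activation of all test compounds in the run plus 3 SD, cut at about 38% in these data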
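Test system: RD-HGA16 (CHO) cells co-expressing Gα16 and hTAAR1; dosing: one-point dosing at 3 µM (nominal); timing: 17-24 h seeding, 75 min 37 °C dye, 30 min RT; signal: kinetic Fluo-8 calcium fluorescence; read-out basis: % activation relative to PEA EC100 response; controls: DMSO and PEA EC100; replicates: n 1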
CHRM1 agonist – human M1 muscarinic receptor agonists, primary screen, Fluo-8 calcium fluorescence, CHO-K1 cells, HTS; Muscarinic acetylcholine receptor M1 (Homo sapiens), P11229; CHO-K1 hM1, agonist mode; 0% DMSO, 100% acetylcholine EC100; activation, % at 3 µM; actives 0.33% (n = 360,000); AID 588814, 2011;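 active means activation above the run's mean compound activation plus 3 SD, cut at about 16% in these data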;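 further: peak over basal fluorescence ratio within a 140 s kinetic read after compound addition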
V1R ag counter – agonists of human V1a receptor, primary screen, counter-screen for OXTR agonist project, fluorescence, CHO-V1R cells. Vasopressin V1a receptor (Homo sapiens), P37288. Fluo-8 calcium fluorescence, agonist mode; 0% DMSO, 100% 3 nM vasopressin. activation, % at 3 µM. actives 0.25% (n = 320,000). AID 2797, 2010;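 active means activation above the mean activation of all tested compounds plus 3 SD, per screening run, cut at about 20% in these data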;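 further: signal is peak over basal fluorescence ratio across a 100 second FLIPR read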
The depositor's hits bear a star; / = no result given.

SMILES	OXTR potentiator	CHRM1 antagonist	CHO parental Ca	TAAR1 antagonist	M1 PAM	OXTR ag	TAAR1 agonist	CHRM1 agonist	V1R ag counter
O=C(CSc1nnnn1C1CCCC1)Nc1ccccc1N1CCOCC1	-2	-1	-19	18	1	-2.7	2	-3	-1.2
CSc1nnc(C)c(=O)[nH]1	0	12	-3	9	-2	-0.2	3	-4	0.7
COc1ccc(N2C[C@H](C)[C@@H](CC(=O)Nc3ccc(Br)cc3)C2=O)cc1	/	8	/	-12	-2	/	1	6	/
COc1ccc(-c2cnc(OC(C)(C)C)nc2OC(C)(C)C)cc1OC	-13	-8	-20	6	7	-0.6	15	-3	-0.6
CCn1c(Oc2ccc(F)cc2)nc2c1c(=O)n(C)c(=O)n2C	-5	-5	-3	-18	7	0.8	-1	-7	0.3
COc1cc2c(cc1OC)C1=C(C#N)CCC(=NC(=O)c3ccc(Cl)cc3)N1CC2	-2	-3	1	0	3	-2.0	6	-2	-0.5
COc1ccccc1/C=N/NC(=O)c1nnn(-c2nonc2N)c1CSC1=NCCS1	-7	7	-15	-9	10	-2.2	0	3	1.1
O=S(=O)(NCc1ccc(F)cc1)c1ccc(-n2cnnn2)cc1	-7	0	6	25	3	1.9	0	1	3.9
CC1CC(C)(C)NC(=S)N1CCCC(=O)Nc1ccccc1F (configuration not stated)	-3	-4	2	8	8	-0.1	0	-5	0.6
O=S(=O)(/N=C(/Nc1ccc(F)cc1F)c1ccccc1)c1ccccc1	1	-9	0	-7	9	-1.7	-1	-7	0.4
CCOC(=O)c1nnc(-c2ccccc2)nc1NC	-5	19	-2	9	1	-1.6	-1	-2	-0.4
O=C(COC(=O)c1cncc(Br)c1)NCCC1=CCCCC1	7	-27	-4	-4	6	-2.0	6	-4	-1.0
CN(C1CCCCC1)S(=O)(=O)c1ccc(SCC(N)=O)nc1	/	-19	/	-10	6	/	4	0	/
O=S(=O)(c1ccc(Br)cc1)n1c(Cc2ccccc2)nc2ccccc21	-1	-10	-5	12	11	-1.1	-1	-4	0.5
O=C(CSc1nnc(-c2ccc(C(F)(F)F)cn2)s1)c1ccc(Cl)cc1	-5	6	-4	-19	-1	0.7	13	-5	0.1
O=C(NCc1ccccc1)C1CNCC(C(=O)NCc2ccccc2)C1 (configuration not stated)	/	-10	/	-4	3	/	0	-5	/
COCCCNC(=O)CCc1c(C)nc2c(-c3ccc(F)cc3)c(C)nn2c1C	-9	-17	4	-14	13	-2.1	-1	-2	-0.9
CCCc1cc(=O)[nH]c(SCC(=O)NCCC2=CCCCC2)n1	-6	6	5	5	0	-0.8	37	-10	-0.1
Cc1cc(C[n+]2cc(Br)ccc2N)c2ncccc2c1	-9	17	-8	-32	-7	-0.6	4	-4	-0.5
Cc1ccc2nc(Nc3nc(C)cc(-c4ccccc4)n3)[nH]c(=O)c2c1	-4	2	-1	-10	1	-1.3	0	-3	-1.0
Cn1c(=O)[nH]c(=O)c2c1nc(N1CCNCC1)n2CCOc1ccccc1	2	0	-16	9	0	0.4	1	-5	1.2
Nc1nnc(-c2cc3ccccc3oc2=O)s1	-5	-4	4	4	2	0.0	10	-4	0.4
Cc1ccnc(NS(=O)(=O)c2ccc(NC(=O)C3CCCO3)cc2)n1 (configuration not stated)	-4	-10	5	12	4	-0.1	4	-1	1.2
CC1=CC(C)(C)n2c(O)c(N=NC(N)=S)c3c(C)ccc1c32	-6	-3	-1	-11	1	0.0	-2	-6	-0.5
COC(=O)c1ccccc1-n1c(CCC(=O)O)ccc1-c1ccccc1	-2	-2	-19	-13	-1	0.4	2	-4	1.1

Brought forward from above: 7 entries, followed by the next part.
SMILES	OXTR potentiator	CHRM1 antagonist	CHO parental Ca	TAAR1 antagonist	M1 PAM	OXTR ag	TAAR1 agonist	CHRM1 agonist	V1R ag counter
Cc1cc(C[n+]2cc(Br)ccc2N)c2ncccc2c1	-9	17	-8	-32	-7	-0.6	4	-4	-0.5
Cc1ccc2nc(Nc3nc(C)cc(-c4ccccc4)n3)[nH]c(=O)c2c1	-4	2	-1	-10	1	-1.3	0	-3	-1.0
Cn1c(=O)[nH]c(=O)c2c1nc(N1CCNCC1)n2CCOc1ccccc1	2	0	-16	9	0	0.4	1	-5	1.2
Nc1nnc(-c2cc3ccccc3oc2=O)s1	-5	-4	4	4	2	0.0	10	-4	0.4
Cc1ccnc(NS(=O)(=O)c2ccc(NC(=O)C3CCCO3)cc2)n1 (configuration not stated)	-4	-10	5	12	4	-0.1	4	-1	1.2
CC1=CC(C)(C)n2c(O)c(N=NC(N)=S)c3c(C)ccc1c32	-6	-3	-1	-11	1	0.0	-2	-6	-0.5
COC(=O)c1ccccc1-n1c(CCC(=O)O)ccc1-c1ccccc1	-2	-2	-19	-13	-1	0.4	2	-4	1.1
O=C(Nc1ccccc1)N1CCN(c2ccc(C(F)(F)F)cn2)CC1	-22	-5	4	2	4	17	9	-1	8.8
Cc1ccc(Cl)c(OCCN2CCCC(C)C2)c1 (configuration not stated)	5	-3	-17	-11	3	-0.3	2	-8	0.5
COc1ccc(C(=O)NCc2ccc(Cl)c(Cl)c2)cc1OC	-1	-13	-12	-10	9	-1.4	-1	-6	-0.6
CC(=O)Nc1ccc(S(=O)(=O)Nc2ccc(N3CCCCC3)cc2)cc1	-3	5	-3	-17	-5	2.8	1	-3	3.2
Cc1csc2nc(CNC(=O)c3ccco3)cn12	-10	-17	-11	0	12	0.2	19	0	0.6
CCOC(=O)c1sc(NC(=O)c2ccc(=O)[nH]c2)nc1C	-2	-13	-17	3	8	0.5	-2	-4	0.5
Cc1ccc(S(=O)(=O)Nc2nc3ccccc3nc2N2CCOCC2)cc1	-5	-9	-13	0	8	-0.1	5	0	-0.3
CCc1ccc(C2c3[nH]c4ccccc4c3CCN2C(=O)c2ccc(=O)n(C)n2)cc1 (configuration not stated)	-2	-14	4	-3	13	-0.1	17	-10	3.3
Cc1ccc([C@@H]2CC=C(C(=O)O)[C@H](c3ccc(F)cc3)N2S(=O)(=O)c2ccc(C)cc2)cc1	-23	0	-16	11	-1	-1.2	0	-7	2.1
COc1cccc(-n2c(=S)sc3c(=O)n(-c4ccccc4OC)c(=S)[nH]c32)c1	8	0	-12	-21	3	0.5	2	-3	0.9
O=C(O)CCn1cc(C(=O)O)c(-c2ccccc2)n1	-3	-8	0	-9	7	-0.6	1	-2	0.1
Cc1nc2ccccc2c(=O)n1NC(=O)c1ccccc1[N+](=O)[O-]	-19	0	-12	8	-1	-0.6	1	-6	0.5
CC(C)(C)N1C(=O)[C@H]2[C@@H](c3ccc(Br)cc3)N3C(=O)N(c4cccc(Cl)c4)C(=O)[C@@]3(Cc3ccccc3)[C@H]2C1=O	-6	-5	-21	-3	15	0.3	-1	1	1.7
CC(=O)Nc1ccc(S(=O)(=O)Nc2nc3ccc([N+](=O)[O-])cc3s2)cc1	-1	6	-8	8	-4	-0.1	9	-5	0.7
COc1ccc(C(=O)Nc2c(N)nc(SCC(=O)NCC3CCCO3)[nH]c2=O)cc1 (configuration not stated)	-1	-25	-5	-3	14	0.0	0	-1	2.5
Cc1cccc(Nc2nc(N)nc(CN3CCN(c4ccc(F)cc4)CC3)n2)c1	-18	-22	-32	-7	13	-2.0	7	-3	-1.2
CC(NC(=O)Cc1ccsc1)c1ccc(F)cc1 (configuration not stated)	-3	-17	-6	3	11	0.8	0	0	-0.1
CCC(C)(C)NC(=O)CN(C(=O)c1snc(C(N)=O)c1N)c1ccc2nc(C)sc2c1	2	1	-21	-11	-4	-1.8	4	-5	-0.9
C[C@@H]1CN([C@@H](C)CO)C(=O)c2cc(NC(=O)c3ccccc3)ccc2O[C@@H](C)CCCCO[C@@H]1CN(C)Cc1ccc(C(F)(F)F)cc1	/	-20	/	-34	14	/	-1	2	/
COc1ccc(/C=C/C(=O)c2nc3ccccc3n2CC(=O)c2ccc(OC)cc2)cc1	-10	9	-7	-15	-2	-2.7	-1	-4	1.1
CCOC(=O)c1c(C)[nH]c(C)c1S(=O)(=O)NCc1ccccc1OCC	-6	-11	-3	-17	9	-1.1	2	-5	-0.7
COCCNC(=O)C(OC(=O)C1=Cc2ccccc2OC1)C(C)C (configuration not stated)	-18	-9	-4	7	7	-1.6	0	-6	-1.0
O=C(CCCN1C(=O)C(c2ccccc2)Oc2cccnc21)NCc1ccccc1F (configuration not stated)	-8	-6	-17	-6	2	1.4	1	-1	3.9
OC(COc1ccc(F)cc1Cl)CN1CCC(Cc2ccccc2)CC1 (configuration not stated)	-15	2	9	12	-6	11	34	-2	22*
O=C(c1ccco1)N1CCc2[nH]nc(-c3ccc(Cl)cc3)c2C1	-3	1	-11	17	-7	3.6	3	-6	4.9
O=C(Cc1ccccc1)NN1C(=O)c2ccccc2C1=O	-7	4	2	2	7	-0.9	6	-13	0.2

Random excerpt: three records from the list, in no set order.
SMILES	OXTR potentiator	CHRM1 antagonist	CHO parental Ca	TAAR1 antagonist	M1 PAM	OXTR ag	TAAR1 agonist	CHRM1 agonist	V1R ag counter
CSc1nnc(C)c(=O)[nH]1	0	12	-3	9	-2	-0.2	3	-4	0.7
O=C(NCc1ccccc1)C1CNCC(C(=O)NCc2ccccc2)C1 (configuration not stated)	/	-10	/	-4	3	/	0	-5	/
CCCc1cc(=O)[nH]c(SCC(=O)NCCC2=CCCCC2)n1	-6	6	5	5	0	-0.8	37	-10	-0.1
